GDH-TPI counter: GDH-TPI coupled enzyme inhibition counter-screen; GDH-TPI coupled enzyme counterscreen, NADH absorbance; inhibition, % at 4.8 µM; hit rate 1.2% among 360,000; in the data active means inhibition above about 30%;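 further: 0% = DMSO wells and 100% = wells lacking the enzyme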
TcdB GH inh: inhibitors of Clostridioides difficile toxin B glycohydrolase; AID 652162; TcdB glycohydrolase enzymatic assay, plate reader; inhibition, % at 9.99 µM; hit rate 0.24% among 350,000; in the data active means inhibition above about 10%
Target sequence (P18177 whole entry, looked up): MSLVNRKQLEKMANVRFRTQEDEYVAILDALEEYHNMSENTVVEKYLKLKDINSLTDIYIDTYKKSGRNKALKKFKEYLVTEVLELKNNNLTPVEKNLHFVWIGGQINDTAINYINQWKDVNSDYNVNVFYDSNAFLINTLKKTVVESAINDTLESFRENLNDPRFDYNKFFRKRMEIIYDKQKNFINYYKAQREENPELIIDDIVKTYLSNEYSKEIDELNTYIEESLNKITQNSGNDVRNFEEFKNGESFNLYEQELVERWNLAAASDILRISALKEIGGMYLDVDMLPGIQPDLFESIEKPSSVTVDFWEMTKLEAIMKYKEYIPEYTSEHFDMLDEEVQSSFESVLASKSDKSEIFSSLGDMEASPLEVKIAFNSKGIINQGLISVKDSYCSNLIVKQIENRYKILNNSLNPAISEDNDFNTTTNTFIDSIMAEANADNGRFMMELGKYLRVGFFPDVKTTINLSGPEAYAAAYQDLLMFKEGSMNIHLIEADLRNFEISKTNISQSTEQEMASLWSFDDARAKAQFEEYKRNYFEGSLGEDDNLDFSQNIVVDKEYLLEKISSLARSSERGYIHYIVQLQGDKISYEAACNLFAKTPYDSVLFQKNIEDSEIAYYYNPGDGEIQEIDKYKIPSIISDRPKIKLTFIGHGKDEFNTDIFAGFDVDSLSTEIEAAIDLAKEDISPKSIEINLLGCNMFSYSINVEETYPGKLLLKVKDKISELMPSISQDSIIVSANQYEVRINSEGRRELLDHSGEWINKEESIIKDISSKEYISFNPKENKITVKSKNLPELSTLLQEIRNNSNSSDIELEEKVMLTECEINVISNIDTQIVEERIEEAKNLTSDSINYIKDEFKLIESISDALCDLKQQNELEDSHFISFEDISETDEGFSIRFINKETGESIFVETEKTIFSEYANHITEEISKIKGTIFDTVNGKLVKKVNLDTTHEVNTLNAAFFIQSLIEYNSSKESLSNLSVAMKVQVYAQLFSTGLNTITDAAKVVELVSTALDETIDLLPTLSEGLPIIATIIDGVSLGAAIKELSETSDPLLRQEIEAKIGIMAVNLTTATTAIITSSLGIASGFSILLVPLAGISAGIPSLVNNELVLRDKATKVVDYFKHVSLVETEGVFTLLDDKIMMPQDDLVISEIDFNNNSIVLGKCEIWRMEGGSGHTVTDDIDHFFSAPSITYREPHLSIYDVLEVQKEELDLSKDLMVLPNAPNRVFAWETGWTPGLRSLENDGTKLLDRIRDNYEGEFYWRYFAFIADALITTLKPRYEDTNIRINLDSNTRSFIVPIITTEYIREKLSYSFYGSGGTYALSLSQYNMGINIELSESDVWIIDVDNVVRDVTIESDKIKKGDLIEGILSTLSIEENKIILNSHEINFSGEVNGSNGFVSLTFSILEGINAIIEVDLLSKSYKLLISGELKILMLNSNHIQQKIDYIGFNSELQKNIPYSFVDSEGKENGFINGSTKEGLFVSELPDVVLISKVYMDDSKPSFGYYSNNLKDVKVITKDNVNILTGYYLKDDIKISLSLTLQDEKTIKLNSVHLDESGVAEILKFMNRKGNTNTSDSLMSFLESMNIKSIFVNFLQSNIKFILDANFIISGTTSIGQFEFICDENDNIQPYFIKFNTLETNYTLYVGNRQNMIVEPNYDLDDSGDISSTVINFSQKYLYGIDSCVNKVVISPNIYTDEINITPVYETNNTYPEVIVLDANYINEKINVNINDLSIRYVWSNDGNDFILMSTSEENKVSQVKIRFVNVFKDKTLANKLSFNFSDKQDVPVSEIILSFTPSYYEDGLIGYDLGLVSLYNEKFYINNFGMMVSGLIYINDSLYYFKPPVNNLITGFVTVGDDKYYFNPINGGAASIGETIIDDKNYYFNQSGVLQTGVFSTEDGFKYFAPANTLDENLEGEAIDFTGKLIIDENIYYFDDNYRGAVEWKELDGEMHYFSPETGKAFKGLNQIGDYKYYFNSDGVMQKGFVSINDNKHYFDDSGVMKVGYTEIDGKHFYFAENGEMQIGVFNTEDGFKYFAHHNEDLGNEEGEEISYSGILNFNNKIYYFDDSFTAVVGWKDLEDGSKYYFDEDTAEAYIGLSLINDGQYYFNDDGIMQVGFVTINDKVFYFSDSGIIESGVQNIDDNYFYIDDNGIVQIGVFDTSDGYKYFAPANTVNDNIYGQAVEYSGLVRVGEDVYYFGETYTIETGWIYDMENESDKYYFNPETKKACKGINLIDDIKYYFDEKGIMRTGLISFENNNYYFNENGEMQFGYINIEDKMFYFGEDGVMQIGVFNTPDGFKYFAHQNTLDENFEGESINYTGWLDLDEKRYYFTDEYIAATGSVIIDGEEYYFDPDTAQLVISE
Yp Topo-I inh: blocks Yersinia pestis topoisomerase I activity. Y. pestis Topo-I cleavage product accumulation, plate reader. activity, % at 10 µM. hit rate 0.064% among 360,000. AID 504884; in the data active means activity above about 50%, passing the limit was not always enough; further: inactives centre near 2
UGM FP inh: inhibitors of M. tuberculosis UDP-galactopyranose mutase | hit rate 0.06% among 320,000 | P9WIQ1 | AID 504406 | purified UGM, fluorescence polarization probe displacement | inhibition, % at 10 µM; in the data active means inhibition above about 10%, passing the limit was not always enough
PfHsp40 rescue: compounds rescuing yeast from Plasmodium falciparum HSP40 toxicity. growth rescue, % at 12.5 µM. S. cerevisiae expressing PfHsp40, growth rescue, ATP luminescence. hit rate 0.68% among 340,000. AID 504582; in the data active means growth rescue above about 28%, passing the limit was not always enough;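 further: yeast W303a lacking pdr1 and pdr3 grown in galactose medium; growth measured after three days at 30 °C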
FadD28 binding: M. tuberculosis FadD28 bisubstrate binding inhibition; FadD28 bisubstrate probe binding, fluorescence polarization; inhibition, % at 12.5 µM; hit rate 0.22% among 360,000; AID 588549; in the data active means inhibition above about 8.5%, passing the limit was not always enough
BioA inh: blocks M. tuberculosis BioA enzyme activity; hit rate 0.096% among 360,000; inhibition, % at 9.99 µM; purified M. tuberculosis BioA enzyme, plate reader; in the data active means inhibition above about 40%
BH1578 lux ind: quorum light induction in luxS cqsA deficient V. cholerae | V. cholerae BH1578 lux reporter, luminescence, 6 h | activation, % at 18.7 µM | hit rate 0.16% among 350,000 | AID 588436; in the data active means activation mostly above about 9.7%, no sharp cut-off; further: not every result past the cut was called active; inactives centre near 0; reference of the scale not given here
Mtb FBA inh: Mtb fructose-bisphosphate aldolase inhibition; P9WQA3; purified M. tuberculosis FBA, fluorescence read-out; inhibition, % at 1 µM; hit rate 2.3% among 360,000; AID 588726; in the data active means inhibition above about 27%;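 further: 0% = vehicle and 100% = reference inhibitor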
Numbers without * were called inactive; i = inactive; x = not tested or not shown. Compounds were not picked by outcome; any-hit rate near 4.6%.

SMILES	GDH-TPI counter	TcdB GH inh	Yp Topo-I inh	UGM FP inh	PfHsp40 rescue	FadD28 binding	BioA inh	BH1578 lux ind	Mtb FBA inh
CCCOc1ccc(C(=O)NCC(C)(C)N2CCOCC2)cc1	-5.7	2.6	2.5	-1.2	-0.2	-1.7	-3.1	-0.6	-4.5
COC(=O)c1c(NC(=O)COC(=O)CNC(=O)c2ccco2)sc(C)c1C	5.0	x	4.2	0.7	-0.3	-2.3	x	-0.2	2.9
N=c1c2c3c(sc2nc2n1CCCCC2)CCCCC3	0.0	x	11.1	-2.8	-1.5	-2.7	3.2	2.8	3.8
Cn1c2ccccc2c2cc(/C=N/NC(=O)c3ccc(N)cc3)ccc21	35.9*	0.8	-11.0	1.8	21.2	-2.2	-0.7	i	15.1
FC(F)Oc1ccc(NC(=S)NC2CCSc3ccccc32)cc1 (centres undefined)	9.8	0.7	0.2	2.0	12.0	-5.3	0.7	i	-2.6
COc1ccc(-n2c(SCC(=O)NCC3CCCO3)nc3n[nH]c(C)c3c2=N)cc1 (centres undefined)	2.5	x	-1.9	0.3	-1.5	-2.2	7.1	i	0.8
CN(CC(=O)NC1CC1)S(=O)(=O)c1ccc(Br)cc1	3.8	3.0	-1.2	9.2	-0.6	x	-1.4	-0.4	6.0
CCOC(=O)C1=CN(Cc2cccc(F)c2)S(=O)(=O)NC1c1ccc2ccccc2c1 (centres undefined)	3.8	-0.3	-7.4	x	0.9	-1.9	3.6	1.0	-1.1
Cc1ccc(C2=NNC(=Nc3ccc(F)cc3)SC2)cc1	-0.6	2.0	9.5	x	2.3	-0.1	x	i	0.1
COc1ccc(NC(=O)CN2C(=O)C(C)SC(C)C2=O)c(OC)c1 (centres undefined)	-6.9	0.4	1.0	-0.7	1.2	-4.7	x	i	2.0
CCc1ccc(/C=C2/Sc3ccccc3N(CC(=O)NCCCN3CCOCC3)C2=O)cc1	15.5	2.0	25.0	3.8	-1.0	-1.9	2.0	5.3	3.0
Cc1ccc(-c2n[nH]c(=S)n2/N=C/c2ccncc2)cc1	-2.5	0.8	-8.5	0.7	1.3	-2.2	x	-0.2	4.7
N#Cc1c(NC(=O)CSc2nnc(-c3ccccc3)o2)sc2c1CCCC2	30.9*	1.4	9.9	-1.4	0.3	-5.6	-1.7	-0.3	0.9
C[C@@H]1CC[C@H]2[C@@H](C)C(=O)O[C@@H]3O[C@@]4(C)CC[C@@H]1[C@]32OO4	-2.8	0.9	0.1	2.4	103.9*	-1.8	0.0	-0.4	-1.9
CCCC12CN3CC(CCC)(CN(C1)C3c1ccco1)C2=O (centres undefined)	-13.0	-0.2	2.5	0.7	0.5	-2.9	0.7	-0.4	0.0
C=CCn1c(SCC(N)=O)nnc1-c1cc(Br)ccc1O	2.9	0.8	-2.4	-0.7	0.4	-0.7	1.3	1.3	-4.0
CCOc1ccc(CN2C(=O)CCC2(C)C(=O)NCc2cccnc2)cc1 (centres undefined)	0.0	0.5	2.5	-2.9	-0.6	-0.6	-0.4	-0.2	0.4
CC(c1ccccn1)N(CCN(C)C)C(=S)Nc1ccccc1F (centres undefined)	0.9	0.7	-3.4	-1.6	-0.3	0.5	3.1	-0.4	-2.1
CCCc1cc(C(=O)Nc2nccs2)cs1	12.8	x	-2.0	-1.7	-1.2	0.8	-2.1	i	-1.3
CC(C)CCNC(=O)NC(=O)COc1ncnc2sccc12	15.1	0.2	-0.3	2.0	-1.2	-3.1	-0.2	i	-2.8
O=C(c1cccc(-c2nnc(-c3ccccc3)o2)c1)N1CCCCCC1	6.5	x	7.2	1.1	1.6	-2.5	1.5	-0.4	5.4
CCCC(CCC(=O)Nc1ccc(S(N)(=O)=O)cc1)C(=O)O (centres undefined)	6.8	x	-15.3	-2.4	-0.4	-0.1	-1.8	-0.1	0.1
Cc1ccc(-c2nnn(CCC(=O)N3CCCCC3C)n2)cc1 (centres undefined)	9.8	-0.1	14.1	0.5	-2.1	-3.6	-1.0	-0.4	2.9
COc1ccc(/C=N/N=C2\SC(CC(=O)O)C(=O)N2c2ccccc2)c(OC)c1 (centres undefined)	28.5	-0.1	5.8	3.0	0.4	-1.4	1.0	i	-1.7
COc1ccc(NC(=O)COC(=O)c2cc(C)oc2C)c([N+](=O)[O-])c1	3.5	1.4	-7.6	x	-1.8	-1.3	-2.5	-0.3	-0.6

Two neighbouring records out of the list so far, for reference:
SMILES	GDH-TPI counter	TcdB GH inh	Yp Topo-I inh	UGM FP inh	PfHsp40 rescue	FadD28 binding	BioA inh	BH1578 lux ind	Mtb FBA inh
CC(c1ccccn1)N(CCN(C)C)C(=S)Nc1ccccc1F (centres undefined)	0.9	0.7	-3.4	-1.6	-0.3	0.5	3.1	-0.4	-2.1
CCCc1cc(C(=O)Nc2nccs2)cs1	12.8	x	-2.0	-1.7	-1.2	0.8	-2.1	i	-1.3

(more compounds)
SMILES	GDH-TPI counter	TcdB GH inh	Yp Topo-I inh	UGM FP inh	PfHsp40 rescue	FadD28 binding	BioA inh	BH1578 lux ind	Mtb FBA inh
O=C(Nc1cccc(O)c1)c1cccc(C(=O)Nc2cccc(O)c2)c1	1.4	3.2	-24.5	-1.8	0.0	-8.9	26.8	-0.4	-1.1
N#Cc1cccc(OC(=O)C2CCN(C(=O)c3ccc(F)cc3)CC2)c1	4.4	-0.3	-0.9	x	x	-2.6	2.5	i	0.6
Cc1nc(-c2ccc([N+](=O)[O-])cc2)nc2[nH]ccc(=O)c12	3.3	-0.6	-1.8	-1.2	-2.3	0.0	12.6	0.1	3.0
CCCN1CC=C2C(C#N)=C(N)C(C#N)(C#N)C(c3cc(OC)ccc3OC)C2C1 (centres undefined)	6.8	x	9.3	-0.7	-1.6	-2.2	-9.0	-0.2	2.3
CC(=O)N/C(=C/c1ccc(OS(=O)(=O)c2ccc(C)cc2)cc1)C(=O)NCCO	2.6	-0.4	-2.9	2.2	-1.3	-1.8	x	-0.3	-6.6
C=C1C(C(=O)Nc2ccc(OC)cc2)C1C(=O)Nc1ccc(OC)cc1 (centres undefined)	-7.5	-0.3	-1.2	4.4	-1.8	-2.8	1.8	0.5	0.5
CCCC12CN3CC(C)(CN(C1)C3c1ccc(OC)cc1)C2=O (centres undefined)	9.7	x	4.5	-1.3	0.8	-2.2	2.5	-7.4	-1.5
COCCCNC(=O)c1ccc(OC)c(OC2CCN(C(C)C)CC2)c1	6.9	0.8	0.8	-1.2	-0.7	0.1	-1.2	-1.5	0.1
O=C(CN1CCOCC1)Nc1ccc(F)cc1	5.7	0.1	3.1	1.4	-0.4	x	-1.3	i	-0.2
COc1cc(S(=O)(=O)NCCCn2ccnc2)ccc1Cl	4.3	-0.3	8.5	3.2	0.1	-2.2	0.8	i	-0.1
Cn1ccc(C(=O)Nc2ccc3c(c2)OCCO3)n1	-6.3	0.2	5.9	-0.2	-1.3	-4.7	-1.0	i	-3.9
COc1ccc(CCc2cc(OC)c(OC)c(OC)c2)cc1	4.3	0.8	23.9	x	-2.1	-1.7	x	i	1.7
COc1ccc(-c2ccc(=O)[nH]n2)cc1	-3.7	0.1	1.8	0.3	-0.9	-2.5	x	-0.1	3.2
COc1ccc(C2NC(=O)CCC2[N+](=O)[O-])c(OC)c1 (centres undefined)	2.5	0.1	-1.8	-1.0	-0.2	0.5	4.4	i	0.9
COc1ccccc1CNC(=O)COC(=O)C12CC3CC(CC(O)(C3)C1)C2	-4.9	0.1	-2.5	2.0	-0.9	0.6	1.8	-1.6	0.2
CC(=O)Oc1ccc(N(C(C)=O)S(=O)(=O)c2ccccc2)c2ccccc12	2.7	2.0	9.7	x	x	-1.1	0.6	i	-2.0
O=C(NC1CCN(C(=S)NCc2ccco2)CC1)C1CCCCC1	7.4	x	4.3	2.4	-0.7	-0.7	x	-1.7	2.8
Cc1ccccc1C(=O)NC(=S)Nc1ccc(Cc2ccncc2)cc1	1.5	x	13.5	0.6	0.1	-2.1	-2.3	0.8	-1.1
Cc1cccnc1C(NC(=O)C1CCN(CCCOc2ccccc2)CC1)c1ccc(F)cc1 (centres undefined)	1.8	0.5	13.5	x	x	-3.4	-0.5	-2.5	-3.7
CC(C)(C)CNC(=O)C1(C)CCN1C(=O)C1(c2ccccc2)CC1 (centres undefined)	2.6	1.0	0.9	x	x	-1.2	1.2	-0.8	-1.8
CN(C(=O)c1ccccn1)c1nnc(-c2cccnc2)s1	-8.8	0.1	3.2	1.4	-0.5	-3.0	5.8	-0.2	0.8
COc1ccc(CNC(=O)C2CCC(=O)N(C3CCCCCC3)C2)c(OC)c1 (centres undefined)	0.9	0.2	7.2	x	x	-0.5	-0.1	i	-1.9
COc1ccccc1OCC(=O)Nc1cc(C(F)(F)F)ccc1-n1cncn1	1.0	2.5	-3.4	2.0	-0.7	-3.1	0.7	i	-2.1
O=C(NCCC(=O)N1CCC2(CC1)NCCc1[nH]cnc12)c1ccc(Br)cc1	6.3	2.7	-3.3	-0.4	-2.0	-0.3	0.5	-2.6	-2.2
COc1ccc(CNC(=O)C[C@H]2C[C@H](C(=O)N3CCOCC3)[C@@]3(C)c4[nH]c5cc(-c6ccco6)ccc5c4CCN3C2=O)cc1OC	1.4	2.3	40.9	x	7.7	-2.4	-1.7	-0.2	36.3*
CCCN(CC(=O)Nc1ccccc1C)C(=O)COc1ccc2c(c1)CCC2	-1.3	0.3	17.1	-4.9	2.7	-1.8	0.4	-1.3	0.6
CN1CCN(C(=O)c2ccccc2N(Cc2ccccc2)S(=O)(=O)c2ccccc2)CC1	5.0	2.2	14.1	-0.8	-0.3	-2.3	-2.3	-0.2	2.6
CCC(=O)NC(=S)Nc1ccc(N2CCOCC2)cc1	5.6	0.4	3.4	0.3	0.7	-1.7	x	i	5.5

In another format: 12 of the compounds above.
Below each compound: GDH-TPI counter | TcdB GH inh | Yp Topo-I inh | UGM FP inh | PfHsp40 rescue | FadD28 binding | BioA inh | BH1578 lux ind | Mtb FBA inh
Cc1nc(-c2ccc([N+](=O)[O-])cc2)nc2[nH]ccc(=O)c12
  3.3 | -0.6 | -1.8 | -1.2 | -2.3 | 0.0 | 12.6 | 0.1 | 3.0
CCCN1CC=C2C(C#N)=C(N)C(C#N)(C#N)C(c3cc(OC)ccc3OC)C2C1 (centres undefined)
  6.8 | x | 9.3 | -0.7 | -1.6 | -2.2 | -9.0 | -0.2 | 2.3
CC(=O)N/C(=C/c1ccc(OS(=O)(=O)c2ccc(C)cc2)cc1)C(=O)NCCO
  2.6 | -0.4 | -2.9 | 2.2 | -1.3 | -1.8 | x | -0.3 | -6.6
C=C1C(C(=O)Nc2ccc(OC)cc2)C1C(=O)Nc1ccc(OC)cc1 (centres undefined)
  -7.5 | -0.3 | -1.2 | 4.4 | -1.8 | -2.8 | 1.8 | 0.5 | 0.5
CCCC12CN3CC(C)(CN(C1)C3c1ccc(OC)cc1)C2=O (centres undefined)
  9.7 | x | 4.5 | -1.3 | 0.8 | -2.2 | 2.5 | -7.4 | -1.5
COCCCNC(=O)c1ccc(OC)c(OC2CCN(C(C)C)CC2)c1
  6.9 | 0.8 | 0.8 | -1.2 | -0.7 | 0.1 | -1.2 | -1.5 | 0.1
O=C(CN1CCOCC1)Nc1ccc(F)cc1
  5.7 | 0.1 | 3.1 | 1.4 | -0.4 | x | -1.3 | i | -0.2
COc1cc(S(=O)(=O)NCCCn2ccnc2)ccc1Cl
  4.3 | -0.3 | 8.5 | 3.2 | 0.1 | -2.2 | 0.8 | i | -0.1
Cn1ccc(C(=O)Nc2ccc3c(c2)OCCO3)n1
  -6.3 | 0.2 | 5.9 | -0.2 | -1.3 | -4.7 | -1.0 | i | -3.9
COc1ccc(CCc2cc(OC)c(OC)c(OC)c2)cc1
  4.3 | 0.8 | 23.9 | x | -2.1 | -1.7 | x | i | 1.7
COc1ccc(-c2ccc(=O)[nH]n2)cc1
  -3.7 | 0.1 | 1.8 | 0.3 | -0.9 | -2.5 | x | -0.1 | 3.2
COc1ccc(C2NC(=O)CCC2[N+](=O)[O-])c(OC)c1 (centres undefined)
  2.5 | 0.1 | -1.8 | -1.0 | -0.2 | 0.5 | 4.4 | i | 0.9

Bioassay records as filed in PubChem BioAssay.
